PP1 inh: counter-screen for PP5 inhibitors: inhibitors of human PP1-alpha; P62136; purified PP1alpha, OMFP fluorescence; inhibition, % at 6.7 µM; hit rate 0.9% among 320,000; AID 2235;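 active means inhibition above the mean inhibition of all tested compounds plus 3 SD, computed separately for each screening campaign, cut at about 15% in these data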
PP5 primary: inhibitors of human protein phosphatase 5 (PP5); purified PP5c, OMFP substrate fluorescence; inhibition, % at 6.7 µM; hit rate 0.18% among 320,000; AID 1987;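 active means inhibition above the campaign's mean inhibition across all tested compounds plus 3 SD, cut at about 9.5% in these data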;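 further: 0% = DMSO only and 100% = 100 µM cantharidin control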
procasp7 counter: counter-screen for procaspase-3 activators: activators of human procaspase-7; recombinant procaspase-7, Ac-DEVD-pNA absorbance 405 nm; D23A/D198A/D206A triple mutant, cannot self-cleave; scale: DMSO 0, 5 µM enzyme 100; AID 463210; hit rate 0.093% among 330,000; activation, % at 8.5 µM;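 active means percent activation above the screen-wide mean plus 3 SD, cut at about 25% in these data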
Target sequence (P55210 whole entry D23A/D198A/D206A): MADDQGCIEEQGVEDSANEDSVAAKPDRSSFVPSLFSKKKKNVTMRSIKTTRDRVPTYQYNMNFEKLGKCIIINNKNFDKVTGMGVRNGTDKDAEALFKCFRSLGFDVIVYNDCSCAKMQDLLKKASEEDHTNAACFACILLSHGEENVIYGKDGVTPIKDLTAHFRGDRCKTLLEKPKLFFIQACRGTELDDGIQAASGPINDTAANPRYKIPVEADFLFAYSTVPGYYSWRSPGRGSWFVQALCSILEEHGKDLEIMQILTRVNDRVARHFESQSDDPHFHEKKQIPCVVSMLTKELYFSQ
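Assay system: Uncleavable procaspase-7 mutant enzyme; Input: 2 µM procaspase-7 mutant as dispensed; Also added: DEVD-pNA substrate; Medium: Zinc-free HEPES pH 7.4 with 300 mM NaCl, 0.01% Triton X-100; Timing: 1 h compound preincubation, 2 h substrate cleavage, 25 °C; Measured by: Epi-absorbance of released pNA at 405 nm, two timepoints.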
TPT1 inhibitor: inhibitors of Candida albicans tRNA 2'-phosphotransferase TPT1; inhibition, % at 5 µM; hit rate 0.81% among 300,000; recombinant caTPT1, FP RNA substrate dephosphorylation;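 active means inhibition above the mean of all tested compounds plus 3 SD, set per screening campaign, cut at about 24% in these data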;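 further: plate controls were DMSO alone for no effect and ferristatin control at 100 nM for full effect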
core dimer inh: blocks dimerization of HCV core protein | inhibition, % at 5 µM | hit rate 0.33% among 300,000 | TR-FRET GST/Flag-core106 dimerization, 1536-well;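 active means inhibition above the mean of all tested compounds plus 3 SD, set per screening campaign, cut at about 45% in these data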
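Assay system: GST-tagged and Flag-tagged HCV core protein residues 1-106 / Times: compound-protein-antibody incubation 4 h at 22.5 °C / Signal: time-resolved FRET, ex 340 nm, em 617 and 671 nm / Evaluation: % inhibition based on acceptor/donor emission ratio / Benchmarks: wells lacking GST-core106 and wells with excess unlabelled core106 / Repeats: singlicate, one well per compound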
proCasp3 act: procaspase-3 (human) activation | AID 463141 | recombinant procaspase-3 D3A, Ac-DEVD-pNA absorbance 405 nm | activation, % at 8.5 µM | hit rate 0.11% among 330,000;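 active means activation above the mean of all tested compounds plus 3 SD, cut at about 21% in these data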;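 further: 0% = DMSO alone and 100% = DMSO wells spiked with extra 5 µM PC-3 D3A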
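Test system: Procaspase-3 D3A mutant, all three cleavage aspartates alanine | Dosing: Single dose, 8.5 µM nominal compound, 0.8% DMSO | Schedule: 1 h preincubation, 2 h reaction | Technique: 405 nm absorbance of p-nitroaniline, reads at 0 and 120 min | Repeats: One well per compound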
Fh CTSL1 inh: counter-screen for PFM18AAP inhibitors: inhibitors of F. hepatica cathepsin L1; recombinant F. hepatica cathepsin L1, Z-Leu-Arg-MCA fluorescence; inhibition, % at 5.96 µM; hit rate 0.49% among 300,000; AID 1906;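 active means inhibition above the mean of all tested compounds plus 3 SD, set per screening campaign, cut at about 17% in these data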;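 further: 0% = plate median of test compound wells and 100% = 1 µM Z-Phe-Ala-diazomethylketone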
Efflux pump mplx: antifungal efflux pump inhibition, Nile Red retention. S. cerevisiae Candida pump triplex. hit rate 0.44% among 330,000. AID 485275. inhibition, % at 10 µM;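 active means plate passing quality check with inhibition over a set limit, or well fluorescence over plate mean plus 4 SD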;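 further: Nile Red retained in pooled yeast measured as flow cytometry median fluorescence; 0% = buffer negative control and 100% = Enniatin B positive control; higher means more Nile Red kept so more efflux inhibition; some compounds called inactive have numbers as strong as hits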
GASC-1 inh: blocks human GASC-1 demethylase activity. Q9H3R0. GST-JMJD2C(1-420) H3K9me3 demethylation, DELFIA europium. inhibition, % at 2.35 µM. hit rate 0.069% among 330,000;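 active means more than half of a compound's replicate wells show inhibition beyond 50%, single wells judged on their own value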;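 further: signal counts dimethyl H3K9 product captured on neutravidin plate; 0% = median of DMSO wells and 100% = 0.3 times that DMSO median; strong numbers were not always called active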
Target sequence (Q9H3R0 1-420 limits assumed): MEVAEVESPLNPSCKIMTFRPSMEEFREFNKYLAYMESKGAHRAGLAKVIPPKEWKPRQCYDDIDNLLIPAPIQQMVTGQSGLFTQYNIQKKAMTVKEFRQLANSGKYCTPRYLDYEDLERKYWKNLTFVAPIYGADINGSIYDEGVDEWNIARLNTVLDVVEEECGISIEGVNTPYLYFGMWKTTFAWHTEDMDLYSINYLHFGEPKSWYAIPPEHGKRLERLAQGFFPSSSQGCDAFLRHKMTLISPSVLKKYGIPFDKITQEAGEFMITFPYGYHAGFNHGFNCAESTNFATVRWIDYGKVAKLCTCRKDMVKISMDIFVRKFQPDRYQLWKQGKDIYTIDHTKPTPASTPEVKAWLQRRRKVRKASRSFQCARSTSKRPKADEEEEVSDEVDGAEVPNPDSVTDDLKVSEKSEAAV
* = called active by the depositor; nt = no result given; & = joins results of further samples. Only part of the results is shown; count on the stated rates, not on these rows.

canonical_smiles,PP1 inh,PP5 primary,procasp7 counter,TPT1 inhibitor,core dimer inh,proCasp3 act,Fh CTSL1 inh,Efflux pump mplx,GASC-1 inh
CN1C(=O)C2C[C@@]3(Br)c4ccccc4N(OOSc4ccccc4)[C@H]3N2C(=O)[C@@H]1Cc1ccccc1 (some centres undefined),6,-3.4,0,-1,-5,-8,4,-0.1,7
COC(=O)C1=C(c2ccc(S(C)(=O)=O)cc2)C[C@@H]2CC[C@H]1N2C(=O)NCC1CC1,2,-0.1,4,2,-2,6,1,-0.1,-4
COc1ccc(OC)c(CN2CCCC(C(=O)c3sccc3C)C2)c1 (centres undefined),-1,1.5,1,-1,-4,5,4,-0.1,0
Cc1cc(C=O)c(C)n1C1CC1,-1,-0.1,0,-1,-3,6,-3,-0.3,20
COC(=O)C1=C(c2ccc(Cl)c(C(F)(F)F)c2)C[C@@H]2CC[C@H]1N2C(=O)N1CCC(C)CC1,6,3.2,1,nt,nt,0,nt,0.6,4
CCN1CCN(C(=O)COc2ccc3oc4c(c3c2)CCCC4)CC1,nt,nt,-6,nt,nt,-4,nt,0.0,-2
Nc1ccccc1C(=O)c1ccccc1,-2,-2.1,13,-2,4,12,5,-0.1,-7
Fc1ccc(CNCCc2ccc3c(c2)OCO3)cc1,0,-0.1,-9,-1,5,3,-3,0.1,11
C[C@]12C[C@H](O)[C@@H](O)CC1=CCC1C2CC[C@@]2(C)C1CC[C@@H]2O (some centres undefined),nt,nt,-4,nt,nt,-3,nt,-0.2,6
N/C(=N\[N+](=O)[O-])N/N=C/c1ccc(O)cc1,-1,-1.2,0,-3,-3,1,5,-0.2,-3
Cc1nn(Cc2ccccc2)c(Cl)c1C(=O)Nc1ccc(OC(F)(F)F)cc1,0,1.4,-3,-1,7,-4,1,-0.2,-4
CCOC(=O)C1(Cc2ccc(Cl)cc2)CCN(C(C)CCn2cccn2)CC1 (centres undefined),-5,1.2,4,-1,-3,2,2,0.0,46
C=CCn1c(O)c(C(C)=NCc2cc(OC)cc(OC)c2)c(=O)[nH]c1=O,3,2.2,-1,-5,4,-6,-2,-0.1,-3
CN1CC[C@@]2(C)c3cc(O)ccc3N(C)C2O1 (some centres undefined),3,14*,0,-9,-6,-1,0,-0.1,8
CCOC(=O)C1(CCOc2ccccc2)CCN(Cc2ccc(C)s2)CC1,0,-0.3,1,-3,-6,2,0,0.0,11
Cc1cc(/C=C2\C(=O)NC(=O)N(Cc3ccco3)C2=O)c(C)n1-c1ccc(O)cc1,5,0.8,-3,20,47*,4,-3,0.2,7
COc1cccc(-c2cc(C(F)(F)F)n3nc(C(=O)N4CCC5(CC4)OCCO5)cc3n2)c1,-19,2.7,3,2,0,-4,4,0.0,0
CC(=O)c1cc(C(C)=O)c(C)[n+](C)c1C,-2,-2.1,7,-2,-3,-7,-3,-0.4,-2
CC(=O)OC1(c2ccccc2)CC(C(C)(C)C)CN(C(C)(C)C)C1 (centres undefined),-4,0.3,9,-4,6,-1,35*,-0.1,-16
CN(C)[C@@H]1C(=O)C(C(N)=O)=C(O)[C@@]2(O)C(=O)C3=C(O)c4c(O)cccc4[C@@](C)(O)[C@H]3[C@H](O)[C@@H]12,44*,2.0&2.9&0.5,-16&-8&-6,-24&-14&-37,35&16&25,0&5&3,6&-4&-1,-0.1&-0.1&-0.3,-6&28
Cc1ccccc1-c1nc2ccccc2c(=O)n1C,2,1.1,5,2,-2,1,3,0.4,-1
S=C=Nc1ccccn1,2,4.5,-7,2,-11,9,-2,0.1,-3
Cn1cccc1/C=C1\C(=O)NC(=O)N(Cc2ccccc2)C1=O,-1,-1.9,-12,25*,5,-1,3,-0.1,-7
CC(C)(C)c1ccc(CN2C(=O)CN=C(c3ccccc3)c3ccccc32)cc1,4,6.2,-7,3,12,0,-1,0.1,-8
O=C(Cc1ccccc1)OCc1ccccc1,-1,1.9,2,nt,nt,9,nt,0.1,-1
CC(C)C[C@H]1C(=O)N2CCC[C@H]2[C@]2(O)O[C@](NC(=O)[C@@H]3C=C4c5cccc6[nH]cc(c56)C[C@H]4N(C)C3)(C(C)C)C(=O)N12,9,3.2,1,-2,42,3,34*,0.2,nt
COc1ccc(CN2CCN(C(=O)Cc3ccccc3)CC2)cc1Br,6,3.8,2,2,-4,-1,0,0.1,-3
O=C(c1ccc2c(c1)OCO2)C1CCCN(Cc2ccc(F)c(F)c2)C1 (centres undefined),-4,1.0,-10,-2,0,4,2,-2.6,4
COc1ccc(C(=O)C2CCCN(Cc3ccc(C)s3)C2)c(OC)c1 (centres undefined),-7,-1.5,-2,4,-3,-6,1,0.6,-6
COc1ccc(CCNCc2ccc(C)s2)cc1OC,-3,0.7,4,0,1,7,-2,-0.1,-1

Only procasp7 counter, core dimer inh and PP5 primary, for some of the entries so far:
canonical_smiles | procasp7 counter | core dimer inh | PP5 primary
CC(C)(C)c1ccc(CN2C(=O)CN=C(c3ccccc3)c3ccccc32)cc1 | -7 | 12 | 6.2
O=C(Cc1ccccc1)OCc1ccccc1 | 2 | nt | 1.9
CC(C)C[C@H]1C(=O)N2CCC[C@H]2[C@]2(O)O[C@](NC(=O)[C@@H]3C=C4c5cccc6[nH]cc(c56)C[C@H]4N(C)C3)(C(C)C)C(=O)N12 | 1 | 42 | 3.2
COc1ccc(CN2CCN(C(=O)Cc3ccccc3)CC2)cc1Br | 2 | -4 | 3.8
O=C(c1ccc2c(c1)OCO2)C1CCCN(Cc2ccc(F)c(F)c2)C1 (centres undefined) | -10 | 0 | 1.0

Further results:
canonical_smiles,PP1 inh,PP5 primary,procasp7 counter,TPT1 inhibitor,core dimer inh,proCasp3 act,Fh CTSL1 inh,Efflux pump mplx,GASC-1 inh
CC(=O)c1ccc(NC(=O)N2C[C@H]3C[C@@H](C2)c2cccc(=O)n2C3)cc1,-2,-0.4,2,-3,-1,5,3,-0.2,0
Cc1ccnc(-n2c(-c3ccccc3)nc3ccccc3c2=O)c1,-3,2.8,7,3,-1,1,-1,0.1,5
CCCCn1nc(C)c(C(=O)O)c1Cl,-6,4.0,1,0,2,-3,-2,0.0,1
COc1ccc(C(CC(=O)N2CCC3(CC2)OCCO3)NS(=O)(=O)c2ccc(C)cc2)cc1 (centres undefined),-1,-1.6,-3,0,-2,-2,-5,0.0,-33
CCOc1ccc(NC2=NCCCS2)cc1,3,-0.9,-3,1,-12,1,5,-0.2,0
Cc1ccc(N=Cc2c(O)n(-c3ccc(C)cc3)c(=O)[nH]c2=O)cc1,0,0.8,4,2,14,0,5,-0.1,13
O=c1[nH]c(=O)n(-c2cccc(Cl)c2)c(O)c1/C=N/c1ccccn1,7,1.5,-23,30*,-10,-16,3,-0.2,-13
CNc1ccc2nc3ccccc3[n+](C)c2c1,3,5.3,-14,-50,-112,-9,16,6.0*,9
CC(C)C(=O)N1CCN(CCN=Cc2c(O)n(C)c(=O)n(C)c2=O)CC1,1,-0.7,8,-2,1,1,-3,0.0,2
COC(=O)CC1=C(C(=O)OC)C2(C(=O)N(C)c3ccccc32)C(C#N)=C(N)O1 (centres undefined),2,-1.0,-7,1,1,0,-1,-0.1,-12
C[n+]1c(-c2ccccc2)sc2ccccc21,1,4.1,-11,1,-6,-23,-2,0.0,-2
CC(=O)N(C1=NCCCS1)c1ccc(Cl)cc1,-2,1.8,7,-1,-3,6,6,0.2,-4
O=C(NC(Cc1ccccc1)C(=O)N1CCC2(CC1)OCCO2)C1CCCCC1 (centres undefined),2,-1.0,5,-6,-3,8,-2,0.0,-34
CC1CCC(C)(NS(=O)(=O)OCC(Cl)(Cl)Cl)CC1 (centres undefined),4,2.9,-3,-4,-5,8,1,-0.1,-2
O=C(c1cn(Cc2ccccc2)c2ccccc12)N1CCCCC1,-1,-0.4,3,1,4,6,1,0.5,-11
CCC1=Nc2cc(C(=O)N3CCC4(CC3)OCCO4)ccc2Sc2ccc(C)cc21,-2,4.9,-10,-1,0,0,4,-0.1,-3
CCOc1ccc(-n2c(O)c(C=NCCN(CC)CC)c(=O)[nH]c2=O)cc1,-3,-1.5,8,9,-1,8,0,-0.2,-8
Cc1ccc(N/N=C/c2c(O)n(-c3ccccc3)c(=O)[nH]c2=O)cc1,-2,0.1,-16,3,-2,-7,7,-0.1,-17
CCOC(=O)[C@@]1(C#N)C(c2ccc(Cl)c(Cl)c2)[C@H](C(N)=O)N2C=C(C(C)=O)C=C[C@H]21 (some centres undefined),9,1.4,-5,11,24,3,1,-0.2,2
C[n+]1ccc(-c2ccccc2)c2ccccc21,0,2.8,-8,0,1,5,2,-0.1,7

Of the compounds above, two contain bromine.
canonical_smiles,PP1 inh,PP5 primary,procasp7 counter,TPT1 inhibitor,core dimer inh,proCasp3 act,Fh CTSL1 inh,Efflux pump mplx,GASC-1 inh
CN1C(=O)C2C[C@@]3(Br)c4ccccc4N(OOSc4ccccc4)[C@H]3N2C(=O)[C@@H]1Cc1ccccc1 (some centres undefined),6,-3.4,0,-1,-5,-8,4,-0.1,7
COc1ccc(CN2CCN(C(=O)Cc3ccccc3)CC2)cc1Br,6,3.8,2,2,-4,-1,0,0.1,-3

Compound activity from PubChem.
